From PubChem
NR2E3 ag-1 – activates human NR2E3 receptor; AID 602229; 360,000 compounds, 0.35% hits; CHO-S Gal4-NCOR/VP16-NR2E3 two-hybrid, luciferase; inhibition of corepressor binding, % at 3.98 µM;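 active = inhibition above the mean of all tested compounds plus 3 SD, cut at about 70% in these data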;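 also: 0% = DMSO with NR2E3 transfected cells and 100% = cells lacking NR2E3 construct; higher means lower luciferase signal from less NR2E3 corepressor binding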
Target sequence (Q9Y5X4 whole entry, looked up, the tested form may be a part): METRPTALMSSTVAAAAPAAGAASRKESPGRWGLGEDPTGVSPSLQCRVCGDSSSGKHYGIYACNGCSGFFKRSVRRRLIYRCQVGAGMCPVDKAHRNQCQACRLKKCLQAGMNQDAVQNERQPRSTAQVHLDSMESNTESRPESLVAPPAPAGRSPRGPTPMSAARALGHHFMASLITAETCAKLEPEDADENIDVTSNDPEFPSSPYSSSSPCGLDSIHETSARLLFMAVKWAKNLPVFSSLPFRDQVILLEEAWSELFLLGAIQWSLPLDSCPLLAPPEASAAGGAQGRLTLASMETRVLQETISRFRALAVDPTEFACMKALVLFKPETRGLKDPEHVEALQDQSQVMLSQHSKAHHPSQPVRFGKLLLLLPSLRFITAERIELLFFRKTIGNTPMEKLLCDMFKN
KKLEB cytotox – counter-screen for CF NF-kB inhibitors: cytotoxicity. KKLEB CF airway cells viability, ATPlite luminescence, overnight; active compounds read low; cells stimulated with P. aeruginosa culture filtrate. activity change (cytotoxicity), % at 5 µM. 360,000 compounds, 0.36% hits;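 active = corrected activity change at or below -50% at 5 µM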
MITF TRPM1 inh – reduces MITF-dependent TRPM1 promoter luciferase signal; SK-MEL-5 TRPM1 promoter luciferase, 24 h; inhibition, % at 12.5 µM; 330,000 compounds, 0.83% hits;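 active = mean inhibition across replicates of 60% or more, whatever share of single replicates reaches that level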; also: values of inactives mirror those of a sister screen read the other way
C8 TRAIL sens – sensitizes caspase-8 expressing cells to TRAIL | NB7+C8 cells + TRAIL, ATPlite viability luminescence | inhibition (viability loss, TRAIL sensitization), % at 10 µM | 360,000 compounds, 1% hits;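 active = compounds causing at least 50% loss of cell viability in the single-dose screen, relative to plate controls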
CF NFkB inh – inhibitors of cystic fibrosis induced NF-kB | KKLEB NF-kB-GFP reporter, PAF-induced, GFP fluorescence overnight | inhibition, % at 5 µM | 360,000 compounds, 0.86% hits;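 active = at least 50% inhibition at 5 µM, scaled per plate between neutral and stimulator controls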;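 also: PAF is a Pseudomonas aeruginosa culture filtrate used as stimulus; plate controls were PAF-stimulated DMSO wells for no effect and unstimulated DMSO wells for full effect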
HIF-2a block – blocks HIF-2a reporter activity. 786-0 RCC cells HIF-2a reporter, luciferase luminescence, overnight. inhibition, % at 18.8 µM. 360,000 compounds, 0.72% hits. AID 624352;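 active = inhibition of the luminescence signal of 40% or more relative to plate controls, in a single-dose primary screen at 18.75 µM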
TROY NFkB inh – TROY signaling inhibition; Q293 LMP1-TROYcd NF-kB luciferase reporter, 4 h; inhibition, % at 10 µM; 360,000 compounds, 0.98% hits;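 active = compounds whose plate-normalised and pattern-corrected inhibition of the luciferase reporter signal at the single screening dose is 50% or more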
Shn3 3UTR inh – reduces Shn3 3'UTR luciferase signal in osteoblasts. inhibition, % at 12.5 µM. 360,000 compounds, 0.52% hits. Clone20 osteoblast Shn3 3'UTR firefly luciferase, 24 h. AID 588674;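 active = mean inhibition of at least 75% with every replicate also reaching 75%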;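 also: 0% = median of neutral control wells and 100% = pilot-screen positive control compound; some compounds past the cut are filed as inactive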
NR2E3 ag-2 – NR2E3 (human) agonism; Q9Y5X4; GST-NR2E3/biotin-RetCOR TR-FRET, 1536-well; inhibition of corepressor binding, % at 4.78 µM; 320,000 compounds, 0.12% hits; AID 2300;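 active = percent inhibition above the cutoff of mean plus 3 SD of all tested compounds, set per screening campaign, cut at about 20% in these data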;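 also: 0% = DMSO wells and 100% = biotin wells as full block of FRET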
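Format: 1536-well format; test system: GST-NR2E3 and biotin-RetCOR proteins; read-out basis: percent inhibition of TR-FRET ratio; timing: 5 h incubation at 4 °C; detection: time-resolved FRET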
Peg3 prom inh – Peg3 promoter activity inhibition; HeLa PEG-Prom luciferase reporter, luminescence, overnight; 360,000 compounds, 1.7% hits; inhibition, % at 20 µM; AID 588405;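 active = inhibition of at least 50% at 20 µM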
TWEAK-Fn14 inh – TWEAK-Fn14 signaling inhibition. TWEAK-stimulated Fn14 reporter cells, luciferase luminescence, 8 h. 360,000 compounds, 2% hits. inhibition, % at 10 µM; in the data active = inhibition above about 50%
Active calls of the source: *; . = not tested or not shown.

Values run as follows: HIF-2a block, Shn3 3UTR inh, Peg3 prom inh, CF NFkB inh, C8 TRAIL sens, TROY NFkB inh, TWEAK-Fn14 inh, NR2E3 ag-1, NR2E3 ag-2, MITF TRPM1 inh, KKLEB cytotox
COc1ccc(CCNC(=O)COC(=O)c2cc(S(=O)(=O)N3CCOCC3)ccc2C)cc1OC
    9.8, -14.6, -6.7, -7.7, -10.9, -2.1, 0.0, 8.2, ., -6.8, 8.3
CCOC(=O)N1CCN(C(=S)Nc2ccc3nc(N4CCN(CC)CC4)cc(C)c3c2)CC1
    8.7, 5.4, 7.0, -3.2, 11.3, -3.5, -52.4, -35.7, -2.5, -2.0, 1.1
CCOc1ccc(-c2nnn(CC(=O)NCCc3c[nH]c4ccccc34)n2)cc1
    -44.7, 9.1, -13.9, 4.8, 8.2, -9.6, 19.5, -15.3, -4.5, 6.6, -5.8
O=C(NN=C1CCCCC1)NC1CCCCC1
    19.3, -14.5, -9.6, 2.4, -1.6, -21.2, -7.1, -2.5, -3.0, -2.2, 11.6
CCOC(=O)c1ccc(N2C(=O)C=CC2=O)cc1
    95.1*, 88.2*, 103.2*, 18.6, -12.0, 0.1, 1.2, -16.5, -3.5, 41.5, -8.1
Nc1c(-c2cccc([N+](=O)[O-])c2)nc2ccccn12
    -202.8, -64.9, -203.5, -9.8, 15.3, -14.8, 0.6, -76.1, -7.1, -73.7, 9.1
CN1c2ccc(C=O)c3c(C=O)ccc(c23)N(C)C1(C)C
    25.6, 32.6, 19.8, 88.0*, 29.9, -34.2, 11.5, -5.3, -9.8, 96.4*, -67.5*
COc1ccc(NC(=O)N2C3CCCC2CC(NC(=O)c2ccccc2)C3)cc1 (configuration not stated)
    4.7, -2.6, 19.8, 3.5, 0.9, -13.5, 2.9, -20.4, 1.1, -0.8, -3.0
O=C(NC(Cc1ccccc1)C(=O)O)/C(=C\c1ccccc1F)NC(=O)c1ccccc1 (configuration not stated)
    0.9, -11.9, 0.4, 5.3, 8.4, -4.9, 3.5, 3.0, -0.6, 10.3, 3.2
CC(C)c1ccc(CC(=O)N2CCC2(C)C(=O)NCc2cccc3ccccc23)cc1 (configuration not stated)
    16.3, 5.0, 27.5, -2.6, 7.5, -12.7, -5.0, 20.5, ., ., 0.6
CCCNC(=O)c1onc(CSc2ccncc2)c1C(=O)NCCC
    11.3, 0.0, 9.7, -11.0, 6.0, -5.7, 7.6, 18.5, 5.2, 8.9, 5.6
Cc1ccccc1NC(=O)N1CCN(C(=O)c2ccco2)CC1
    -3.4, 3.7, -11.5, -1.0, 0.1, -1.4, -6.0, -12.6, 1.7, 6.6, 6.0
COc1ccc(OC)c(-c2cc(C(=O)NCc3ccc(Cl)cc3)no2)c1
    -13.8, -9.5, 7.3, 1.7, 14.0, 16.2, 2.6, -9.1, 2.8, 0.5, 5.8
COc1ccc(C)cc1NC(=O)CCCN1C(=S)NC(C)(C)CC1C (configuration not stated)
    20.8, 7.6, 14.1, 7.7, -3.0, -3.0, 0.9, 15.9, -2.3, -5.7, -7.7
COc1ccc(CNC(=O)C2Cc3cc(S(=O)(=O)N4CCCC4)ccc3N2C(C)=O)c(OC)c1 (configuration not stated)
    7.5, 0.5, 0.0, 9.0, -0.6, -3.3, -2.0, 5.9, -0.6, -1.7, -8.5
Cc1cc(C)n(-c2nnc(C)n2NC(=O)c2cccc(Cl)c2)n1
    14.7, -0.4, 5.1, -1.2, 2.0, -14.9, 1.5, -1.2, 1.4, -1.1, 8.8
O=C(NCc1ccccc1)c1cc(C2CCCCN2S(=O)(=O)c2cccs2)on1 (configuration not stated)
    -4.3, 2.4, 12.5, 1.3, 2.8, 0.0, 24.1, -11.9, ., ., 6.0
Cc1ccccc1C(=O)NC(=S)N(CCO)Cc1ccccc1
    18.2, 5.8, 11.0, -6.4, -3.5, 3.4, 7.9, -29.2, 1.8, -9.6, 6.3
CN1CC(=O)N(CC(=O)Nc2ccc(F)cc2)c2ccccc2C1=O
    11.7, -7.1, 9.2, -28.8, 0.8, -16.8, -7.1, 4.1, 4.1, 1.1, 17.1
NC(COCc1ccccc1)c1csc(Nc2ccccn2)n1 (configuration not stated)
    -31.5, 2.8, -16.7, 13.2, -8.2, 5.2, -14.3, -5.2, ., ., -5.9

In a second layout: nine of the compounds above.
Molecule	HIF-2a block	Shn3 3UTR inh	Peg3 prom inh	CF NFkB inh	C8 TRAIL sens	TROY NFkB inh	TWEAK-Fn14 inh	NR2E3 ag-1	NR2E3 ag-2	MITF TRPM1 inh	KKLEB cytotox
O=C(NC(Cc1ccccc1)C(=O)O)/C(=C\c1ccccc1F)NC(=O)c1ccccc1 (configuration not stated)	0.9	-11.9	0.4	5.3	8.4	-4.9	3.5	3.0	-0.6	10.3	3.2
CC(C)c1ccc(CC(=O)N2CCC2(C)C(=O)NCc2cccc3ccccc23)cc1 (configuration not stated)	16.3	5.0	27.5	-2.6	7.5	-12.7	-5.0	20.5	.	.	0.6
CCCNC(=O)c1onc(CSc2ccncc2)c1C(=O)NCCC	11.3	0.0	9.7	-11.0	6.0	-5.7	7.6	18.5	5.2	8.9	5.6
Cc1ccccc1NC(=O)N1CCN(C(=O)c2ccco2)CC1	-3.4	3.7	-11.5	-1.0	0.1	-1.4	-6.0	-12.6	1.7	6.6	6.0
COc1ccc(OC)c(-c2cc(C(=O)NCc3ccc(Cl)cc3)no2)c1	-13.8	-9.5	7.3	1.7	14.0	16.2	2.6	-9.1	2.8	0.5	5.8
COc1ccc(C)cc1NC(=O)CCCN1C(=S)NC(C)(C)CC1C (configuration not stated)	20.8	7.6	14.1	7.7	-3.0	-3.0	0.9	15.9	-2.3	-5.7	-7.7
COc1ccc(CNC(=O)C2Cc3cc(S(=O)(=O)N4CCCC4)ccc3N2C(C)=O)c(OC)c1 (configuration not stated)	7.5	0.5	0.0	9.0	-0.6	-3.3	-2.0	5.9	-0.6	-1.7	-8.5
Cc1cc(C)n(-c2nnc(C)n2NC(=O)c2cccc(Cl)c2)n1	14.7	-0.4	5.1	-1.2	2.0	-14.9	1.5	-1.2	1.4	-1.1	8.8
O=C(NCc1ccccc1)c1cc(C2CCCCN2S(=O)(=O)c2cccs2)on1 (configuration not stated)	-4.3	2.4	12.5	1.3	2.8	0.0	24.1	-11.9	.	.	6.0

(next part)
Values run as follows: HIF-2a block, Shn3 3UTR inh, Peg3 prom inh, CF NFkB inh, C8 TRAIL sens, TROY NFkB inh, TWEAK-Fn14 inh, NR2E3 ag-1, NR2E3 ag-2, MITF TRPM1 inh, KKLEB cytotox
Cc1nc(N2CCCCC2)c2c(C)c(C(=O)Nc3ccc4c(c3)OCCO4)sc2n1
    -18.9, 16.3, 19.5, 11.8, 7.2, 20.6, 8.8, -11.1, -1.9, -0.8, 13.0
COc1ccc(Cl)cc1NC(=S)N(Cc1ccccc1C)CC1CCC(C(=O)O)CC1 (configuration not stated)
    11.9, -23.0, 13.1, 18.0, -11.8, -19.7, -4.7, 30.5, 4.9, 3.4, 6.3
O=C(Nc1cc(S(=O)(=O)N2CCCCC2)ccc1Cl)c1ccc(F)cc1
    10.1, 4.2, 17.0, 13.0, -4.6, 12.4, -0.1, 2.6, 8.1, 5.4, 0.0
CCOc1ncccc1C(=O)Nc1nnc(C(CC)CC)s1
    -7.6, 4.7, 1.3, -24.7, 4.8, 6.1, -10.5, -7.5, -1.4, -16.7, -28.9
CCCc1c(-c2ccccc2F)ncn1CCc1ccccc1OC
    -22.6, ., ., ., 26.4, 39.5, 22.2, -15.0, ., ., .
CN1CCN(C(=O)/C(=C/c2cn(S(=O)(=O)N(C)C)c3ccccc23)NC(=O)c2ccccc2)CC1
    -3.8, 5.7, -13.8, 12.2, -0.8, -8.6, 2.3, -17.0, 1.3, -13.6, 2.6
CC(=O)N(c1ccccc1C)S(=O)(=O)c1ccc(Cl)cc1
    17.3, -3.5, 21.1, 21.4, -0.5, -17.3, -3.3, 8.8, 2.1, -5.2, -8.8
COc1cc(-c2cc(=O)c3c(O)cc(O)cc3o2)cc(OC)c1OC
    -16.8, 11.8, 21.8, -5.2, 1.8, 9.5, 5.2, -8.1, ., ., 1.0
CCNC(=O)C1(C)CCCN(Cc2noc(-c3ccccc3OC)n2)C1 (configuration not stated)
    7.8, 10.3, 2.7, 16.1, -2.0, 11.3, 4.4, -4.9, ., ., -13.1
O=C(O)C1CC(c2ccccc2)=NO1 (configuration not stated)
    17.9, -13.9, -50.7, 8.1, -2.6, 1.1, 6.4, -21.1, 3.1, 9.9, -20.2
Cc1ccc(NC(=O)c2ccc(CNc3c(N4CCC(C)CC4)c(=O)c3=O)cc2)cc1
    -14.7, 9.9, -13.3, 19.5, 1.0, -15.1, -9.4, -21.5, 1.3, 1.4, -29.4
CCC(C)[C@H](NC(=O)NCC1CCCO1)C(=O)OC (some centres not stated)
    -35.3, -7.7, -34.8, 35.7, 3.2, 12.9, -9.3, 10.1, 2.7, -9.2, -21.8
CN(C)Cc1ccccc1Sc1ccc2c(c1)CCCC2
    8.3, ., 13.0, 17.8, 15.1, -19.6, -1.9, 6.3, -1.7, ., -3.5
Cc1cc(C)n(-c2nc(Nc3ccccc3C(F)(F)F)nc(-n3nc(C)cc3C)n2)n1
    16.3, 97.2*, 86.2*, 37.7, 57.2*, 79.5*, 81.4*, 38.9, -3.9, 7.0, -13.8
Cc1c(OCC(=O)N[C@H](C(=O)O)c2ccccc2)ccc2c3c(c(=O)oc12)CCCC3
    -11.4, 9.9, -5.1, -5.9, 3.6, -13.5, -5.6, 16.0, 3.0, -4.6, 3.7
CCOC(=O)C1=C(N)Oc2c(c(=O)[nH]c3ccccc23)C1c1ccccc1 (configuration not stated)
    3.9, 3.3, 8.1, 2.5, -12.9, -36.3, 6.4, 11.5, 0.8, -3.0, -4.9
COc1ccc(S(=O)(=O)N2CCN(Cc3ccccc3)CC2)cc1OC
    -1.8, 36.4, -16.2, 1.5, -1.3, 7.2, -17.5, -11.4, ., -10.2, -2.0
Cn1c(SCC#N)nnc1-c1cccnc1
    8.9, 11.3, -2.1, 10.3, -3.3, 16.9, 2.5, -13.8, 5.7, 4.9, -12.1
CCN(CC)CCCN1C(=O)C(=O)/C(=C(/O)c2ccc3c(c2)OCCO3)C1c1ccco1 (configuration not stated)
    -56.7, -13.0, -35.2, -1.2, -2.2, -27.4, 12.4, -29.9, 0.8, -16.1, -0.7
CC1CC(C(F)(F)F)n2nc(C(=O)O)cc2N1 (configuration not stated)
    11.8, 1.0, 3.0, 3.9, -2.3, -12.0, -9.2, 10.8, 1.7, -8.0, 10.2

Some of the compounds tested; rates above refer to the full screens.
